PV pol inh = poliovirus RdRp elongation inhibitors, primary screen, biochemical, fluorescence polarization, total intensity; Genome polyprotein (Poliovirus type 1 (strain Mahoney)), P03300; poliovirus polymerase elongation; active compounds read low; % elongation, % (compound at 16.7 µg/mL); 150,000 compounds, 0.66% hits; in the data active = % elongation below about 90%; note: some results filed as inactive read as strong as hits
Target sequence (P03300 1749-2209 limits assumed): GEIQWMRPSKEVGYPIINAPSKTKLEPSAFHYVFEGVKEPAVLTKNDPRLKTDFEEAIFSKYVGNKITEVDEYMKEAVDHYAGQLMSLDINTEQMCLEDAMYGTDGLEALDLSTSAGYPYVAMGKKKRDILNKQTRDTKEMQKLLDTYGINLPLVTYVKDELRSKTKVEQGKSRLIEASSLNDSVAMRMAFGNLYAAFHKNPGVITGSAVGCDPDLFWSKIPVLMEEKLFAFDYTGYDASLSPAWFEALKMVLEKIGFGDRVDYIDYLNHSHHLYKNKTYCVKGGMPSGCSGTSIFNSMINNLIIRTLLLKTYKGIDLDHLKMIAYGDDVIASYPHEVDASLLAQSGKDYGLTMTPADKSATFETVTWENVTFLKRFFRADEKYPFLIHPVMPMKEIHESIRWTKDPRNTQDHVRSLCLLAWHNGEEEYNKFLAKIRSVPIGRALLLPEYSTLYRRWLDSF
PV pol inh FP z-score = also measured in PV pol inh; calls as there; z-score; measured here: FP z-score; hits read low
* marks the source's active call; other numbers are inactive results; & = joins results of further samples. Only part of the results is shown (hit frequency here may not be typical).

Order of values – PV pol inh | PV pol inh FP z-score
CCOC(=O)/C(C#N)=C\c1cn(C)c2ccccc12
 : 105 | 1
COC(=O)Cn1c(=NC(=O)c2ccc3c(c2)OCCO3)sc2ccccc21
 : 113 | 1.2
Cc1ccc(-n2c(C)cc(C=Nc3ccc4[nH]c(=O)[nH]c4c3)c2C)cc1
 : 101 | 0.1
COc1ccc(CN2C(=O)N(CC(=O)NC(C)C)c3ccccc3S2(=O)=O)cc1
 : 100 | -0.4
CC(C)(C)NC(=O)C1CCN(S(=O)(=O)c2ccccc2)CC1
 : 101 | 0.1
CCCN(CCC)C(=O)CSc1nc2ncccc2[nH]1
 : 103 | 0.3
COc1ccc(N2CCN(Cc3cccn3-c3nnc(N4CCN(C5CCCCC5)CC4)s3)CC2)cc1
 : 100 | -1.3
CC(OC(=O)c1ccc(Cl)c(S(N)(=O)=O)c1)c1nnc(-c2cccs2)o1 (stereo unspecified)
 : 110 | 1
O=C(CCCCn1c(=O)c2ccccc2n(CC(=O)Nc2cccc(F)c2)c1=O)NCc1ccccc1Cl
 : 108 | 0.5
COc1ccc(C2CC(=O)NC(NC(=O)c3ccc(Br)cc3)=N2)c(OC)c1OC (stereo unspecified)
 : 107 | 0
Oc1ccc(Br)cc1C=Nc1nonc1-c1ccccc1
 : 100 | -0.1
CCN(C(=O)COc1ccc(C#N)cc1OC)C1CCCCC1
 : 104 | 0.4
Cc1ccc(-n2ncc3c(N4CCCCCC4)ncnc32)cc1C
 : 104 | -0.5
O=C(Cn1nnc(-c2cccs2)n1)NC1CC1
 : 101 | -0.1
CCC(=O)Nc1nn(CC)c2nc3ccccc3cc12
 : 100 | -1.1
CCc1ccc(-c2nc3c(c(SCc4ccccc4)n2)Cc2c(CO)cnc(C)c2O3)cc1
 : 102 | -1.1
O=c1[nH]ccc2nc(NCc3ccccc3)ncc12
 : 98 | -0.2
Cc1ccc(S(=O)(=O)N/N=C/c2ccc3c(c2)n(C)c(=O)n3C)cc1
 : 102 | 0
CC(CCc1ccccc1)N1C(=O)c2ccccc2C1C(=O)NCCc1ccccc1 (stereo unspecified)
 : 102 | -0.4
Cc1ccc(-c2nc3sc4c(n3n2)CC(C)(C)CC4=O)cc1
 : 103 | -0.1

Six successive entries from above:
Order of values – PV pol inh | PV pol inh FP z-score
CC(OC(=O)c1ccc(Cl)c(S(N)(=O)=O)c1)c1nnc(-c2cccs2)o1 (stereo unspecified)
 : 110 | 1
O=C(CCCCn1c(=O)c2ccccc2n(CC(=O)Nc2cccc(F)c2)c1=O)NCc1ccccc1Cl
 : 108 | 0.5
COc1ccc(C2CC(=O)NC(NC(=O)c3ccc(Br)cc3)=N2)c(OC)c1OC (stereo unspecified)
 : 107 | 0
Oc1ccc(Br)cc1C=Nc1nonc1-c1ccccc1
 : 100 | -0.1
CCN(C(=O)COc1ccc(C#N)cc1OC)C1CCCCC1
 : 104 | 0.4
Cc1ccc(-n2ncc3c(N4CCCCCC4)ncnc32)cc1C
 : 104 | -0.5

Back to the main list; the five compounds before the break are reprinted first.
Order of values – PV pol inh | PV pol inh FP z-score
CCc1ccc(-c2nc3c(c(SCc4ccccc4)n2)Cc2c(CO)cnc(C)c2O3)cc1
 : 102 | -1.1
O=c1[nH]ccc2nc(NCc3ccccc3)ncc12
 : 98 | -0.2
Cc1ccc(S(=O)(=O)N/N=C/c2ccc3c(c2)n(C)c(=O)n3C)cc1
 : 102 | 0
CC(CCc1ccccc1)N1C(=O)c2ccccc2C1C(=O)NCCc1ccccc1 (stereo unspecified)
 : 102 | -0.4
Cc1ccc(-c2nc3sc4c(n3n2)CC(C)(C)CC4=O)cc1
 : 103 | -0.1
CCN(CC(=O)Nc1cccc(OC)c1)C(=O)Cn1nnc2ccccc21
 : 110 | 0.7
Cc1ncc(CO)c(CO)c1O
 : 103&99 | 0&0
CCOC(=O)C1CCC(CN(Cc2ccccc2)S(=O)(=O)c2ccc(Br)cc2)CC1 (stereo unspecified)
 : 105 | -0.7
COC(=O)c1cccc(Cl)n1
 : 101 | -0.3
O=C(CSCC(=O)Nc1cccc2ccccc12)Nc1ccc(Br)cc1
 : 108 | 0.8
Nc1ccccc1N1CCCC1
 : 97 | -1.6
Cc1oc(-c2cccc(Cl)c2)nc1CS(=O)(=O)CC(=O)NCc1ccccc1Cl
 : 100 | -1.3
Cn1nc(-c2nc3c4c5c(sc4[nH]c(=O)n3n2)CCC5)c2ccccc2c1=O
 : 99 | -0.2
Cc1nn(Cc2ccccc2Cl)c(C)c1C(=O)n1nnc2ccccc21
 : 98 | -0.5
CCOC(=O)N1CCC(NC(=O)C2CCCN(Cc3nc(-c4ccc(CC)cc4)oc3C)C2)CC1 (stereo unspecified)
 : 101 | 0.3
Cc1ccc2c(c1)N(CC(=O)NCc1ccccc1Cl)C=NS2(=O)=O
 : 102 | 0.5
O=c1[nH]c2sc3c(c2c(=O)n1Cc1ccco1)CCCC3
 : 99 | -0.1
COc1cc(N=Cc2c(O)[nH]c(=O)[nH]c2=O)cc(OC)c1OC
 : 102 | -0.2
COC(=O)c1cc2c(cc1NC(=O)c1c(C)nn(-c3ccccc3)c1-n1cccc1)OCO2
 : 105 | 1.3
CCOC(=O)Cn1nc(C(F)(F)F)c(Br)c1C1CC1
 : 106 | 1.5
Cc1ccc(-c2nn(-c3ccccc3Cl)cc2C(=O)Oc2ccc(-c3nnco3)cc2)cc1
 : 102 | 0.3
CCC12CN3CC(CC)(CN(C1)C3c1ccccn1)C2=O (stereo unspecified)
 : 111 | 1
CCn1cc2nc(SC)n(CCc3ccccc3)c(=O)c2n1
 : 103 | 1.2
O=C(COc1coc(CN2CCN(Cc3ccccc3)CC2)cc1=O)NC1CCCCC1
 : 105 | 1.1
COc1cc(C(Nc2ccc(S(=O)(=O)NCC3CCCO3)cc2)C(=O)NC(C)(C)C)cc(OC)c1OC (stereo unspecified)
 : 102 | 0.2
NN(CCC(=O)NC1CCCCC1)C1=NS(=O)(=O)c2ccccc21
 : 104 | 0.2
FC(F)C(F)(F)Oc1ccccc1
 : 104 | 0.3
Cc1nn(C)c2c1c(C(F)(F)F)cc(=O)n2CC(=O)N1CCN(c2ccccc2F)CC1
 : 108 | 0.5
N#Cc1ccc(CON2C(=O)CCC2=O)cc1
 : 109 | 0.3
O=C(Cc1c[nH]c2ccccc12)N1CCN(S(=O)(=O)c2ccc(F)cc2)CC1
 : 99 | -0.5
CCc1ccc2oc3nc(N)c(C#N)cc3c(=O)c2c1
 : 103 | -0.2
CC(C)c1ccc(C2NC(=O)c3n[nH]c(-c4cccs4)c32)cc1 (stereo unspecified)
 : 106 | -0.4
CCOc1ccc2nc(N(Cc3cccnc3)C(=O)c3ccc4c(c3)OCCO4)sc2c1
 : 107 | 0
CCCCc1cc(=O)oc2cc(OCC(=O)c3ccc(F)cc3)ccc12
 : 103 | 0.2
Cn1cc(C(=O)N2CCN(c3cccc(Cl)c3)CC2)c(=O)c2cc(S(=O)(=O)N3CCCC3)ccc21
 : 99 | -1
Cc1cc(-c2ccc(S(=O)(=O)Nc3ccccc3C)cc2)on1
 : 106 | -0.3
O=C(Nc1cccn(Cc2ccccc2)c1=O)NC1CCCCC1
 : 101 | -0.3
COc1ccc(N2CCN(c3ccc(S(=O)(=O)N(C(C)C)C(C)C)cn3)CC2)cc1
 : 105 | 0.6
C=C(C)CNC(=S)N1CCSC1=Nc1ccccc1OC
 : 104 | -0.1
O=C(CSC1=Nc2ccccc2C2=NC(Cc3ccccc3)C(=O)N12)Nc1cccc(Cl)c1 (stereo unspecified)
 : 105 | -0.2
CCN(C(=O)Cn1c(SCc2ccccc2F)nc2cccnc21)c1ccccc1
 : 100 | -1.5
Cc1ccc(CNC(=O)Cn2c(=O)cc(-c3ccccc3)c3c(C)nn(C)c32)cc1
 : 105 | -0.1
Cn1c(=O)c2cc(C(=O)NCCCN3CCN(c4ccc(F)cc4)CC3)sc2c2ccccc21
 : 103 | 0
Cc1nc(NCC(=O)O)c2oc3ccccc3c2n1
 : 104 | 0.7
CCc1cccc(CC)c1NC(=O)COC(=O)c1ccc2ccccc2n1
 : 97 | -2.4
Cc1nn(C)c(C)c1CNC(=O)c1cc2nc(-c3ccc4c(c3)OCO4)cc(C(F)(F)F)n2n1
 : 104 | 0.7
O=C1CSc2ccc(S(=O)(=O)CCC(=O)N3CCCCCC3)cc2N1
 : 101 | -0.7
CCCNC(=O)C1CCC(CNS(=O)(=O)c2ccc3c(c2)CC(C)N3C(C)=O)CC1 (stereo unspecified)
 : 113 | -0.2
CC(=O)Nc1ccc(C)c(OC(F)F)c1
 : 104 | 0.4
Cc1cc(C)cc(OCC(=O)N2CCNC(=O)C2CC(=O)OCc2ccccc2)c1 (stereo unspecified)
 : 102 | 0.1
COc1ccc(CCNC(=O)C2CCCN(S(=O)(=O)c3ccc4c(c3)oc(=O)n4C)C2)cc1OC (stereo unspecified)
 : 105 | -0.6
Cc1ccc(-n2c(SCC(=O)NCC3CCCO3)nc3n[nH]c(C)c3c2=N)cc1Cl (stereo unspecified)
 : 100 | -0.8
C(=Nc1cccc2c(N=Cc3ccco3)cccc12)c1ccco1
 : 90 | -1.3
O=S(=O)(c1ccc(Cl)s1)N1CCSc2ccccc21
 : 105 | 0.5
Brc1cccc(Nc2nc3nonc3nc2NCc2ccco2)c1
 : 105 | 0.6

More structures follow.
compound,PV pol inh,PV pol inh FP z-score
CC(=O)Nc1c(C)nc2nc[nH]n2c1=O,107,0.5
Nc1ccccc1C1CC1,101,-0.1
Clc1ccc(C2Nc3ccccc3O2)cc1Cl (stereo unspecified),102,-0.2
Cc1nc(C)c(NC(=O)N2CCCCC2C)cc1NC(=O)N1CCCCC1C (stereo unspecified),105,1
Cc1c(C(=O)Oc2ccccc2F)oc2ccccc12,101,-0.3
O=C(NC1CCCC1)C(c1cccs1)N(Cc1ccccc1)C(=O)C(F)(F)F (stereo unspecified),104,0.1
O=C(N=Nc1c(O)n(CN2CCCC2)c2ccccc12)c1ccccc1,105,1
CN(C)S(=O)(=O)c1ccc(N=CC2=C(O)CC(C)(C)CC2=O)cc1,95,-0.9
O=C1C=CC(=O)N1CCc1ccccc1,102,0.1
O=C(COC(=O)C1CC1)c1ccccc1Br,105,0.3
Fc1ccc(-c2csc(=Nc3cccc(C(F)(F)F)c3)n2Cc2ccc3c(c2)OCO3)cc1,102,-0.5
COc1ccc(C(C(=O)NC2CCCCC2)N(Cc2ccc3c(c2)OCO3)C(=O)c2cnccn2)cc1OC (stereo unspecified),102,0
Cc1cc(N)ccc1-c1ccc(CO)o1,102,0.1
CCN(CC)CCCNc1nc2cc(OC)c(OC)cc2c2nc(-c3cccnc3)nn12,92,-4.5
CC(C)CNC(=O)C1CCCN(C(=O)NCc2ccccc2)C1 (stereo unspecified),102,0.2
Cc1ccc(-c2n[nH]c3c2C(c2ccc(C(C)(C)C)cc2)NC3=O)cc1 (stereo unspecified),106,-0.4
O=C(Nc1ccc(NC(=O)c2ccccc2F)cn1)c1ccco1,100,-0.2
COc1ccc(OC)c(S(=O)(=O)Nc2cc3c(cc2N2CCOCC2)n(C)c(=O)n3C)c1,102,0.4
CCC1CCc2nc3sc(C(=O)Nc4ccc(C)cc4C)c(N)c3cc2C1 (stereo unspecified),112,0.2
Cn1c(SCc2ccc3c(c2)OCO3)nc2ccccc2c1=O,105,0.2
C=CCSc1nnc2c(n1)OC(c1ccc(-c3ccc(F)cc3)o1)N(C(C)=O)c1ccccc1-2 (stereo unspecified),103,0.5
CN=C(Nc1ccnn1C(C)C)c1ccccc1,107,0.6
CCc1nc2ccc(C(=O)NCCCN3CCCCC3)cc2nc1CC,99,-0.9
Cc1cc2ccccc2n1-c1ccc(C(=O)N2CCc3ccccc32)s1,101,0.2
O=C(Nn1c(=S)[nH]c2ccccc2c1=O)c1ccncc1,100,-0.4
CCN(CC)C(=O)CSc1nsc(SCC(=O)N(CC)CC)c1C#N,106,1.4
O=C1CCc2cc(C3=CSC4=NCCN34)ccc2N1,101,-0.2
CC1CCCCC1NC(=O)COc1ccc(-n2cnnn2)cc1 (stereo unspecified),104,0.1
O=C1Nc2ccc(F)cc2C12OCCO2,104,0.5
CC(C)(O)C#Cc1ccc(C(=O)N2CCC(C(O)(c3ccccc3)c3ccccc3)CC2)o1,106,0.5
CN(C)Cc1c(N)cc2ccccc2c1-c1ccccc1,103,0
Cc1c(C(=O)Nc2ccc(OC(F)F)cc2)oc2ccc(Cl)cc12,102,0.3
Cc1nc(Nc2nc3ccccc3o2)ncc1C(=O)Nc1cccc(C(F)(F)F)c1,99,-0.4
COc1cc2nc(Nc3ccc(F)cc3)nc(N)c2cc1OC,106,0.4
Brc1ccc(Cn2ccnc2)cc1,104,0.8
CCCCn1c(-c2ccccc2)n[nH]c1=S,99,-0.1
CC(C)c1ccc(Nc2nc3c(S(=O)(=O)c4ccc(Br)cc4)nnn3c3ccsc23)cc1,106,0
O=C(NCCCN1CCN(C2CCCCC2)CC1)C1CCCN(S(=O)(=O)N2CCCCC2)C1 (stereo unspecified),101,-0.3
Cc1cc(-c2ccc(/C=C3/C(=O)NC(=O)N(C4CCCCC4)C3=O)o2)ccc1Br,105,0.2
CC1(C)Oc2ccc3ccc(=O)oc3c2-c2cn[nH]c21,102,0.4
CC1=C(C(=O)NC2CCCCC2)C2(CCCCC2)OC1=O,104,0.8
COC(CN(C)S(=O)(=O)c1ccc2c(c1)oc(=O)n2C)OC,100,-0.6
CC(C)Sc1nc(-c2cccs2)cc(C(F)(F)F)c1C#N,117,1.4
CCc1ccc2oc(C(=O)Nc3cc(C)ccc3C)cc(=O)c2c1,110,0.5
CCOC(=O)Cc1nnc2c3nnc(CC(=O)OCC)n3c3nonc3n12,103,1.4
Clc1ccnnc1N1CCCC2CCCCC21 (stereo unspecified),105,0.5

Screens as filed in PubChem.
